DNMT1 block – blocks human DNA methyltransferase DNMT1 | P26358 | DNMT1 molecular beacon, Hinp1I cleavage, fluorescence | inhibition (reported as % activation of signal), % at 10 µM | hit rate 0.83% among 360,000; in the data active = inhibition above about 50%
Rin1-Abl PPI inh – blocks binding of human Rin1 to Abl | P00519+Q13671 | TR-FRET Rin1/Abl binding, biochemical | inhibition, % at 7.35 µM | hit rate 0.4% among 360,000; in the data active = inhibition above about 5%, passing the limit was not always enough
Scp-1 inhibitor – blocks human Scp-1 phosphatase activity; inhibition, % at 20 µM; Q9GZU7; hit rate 0.88% among 340,000; Recombinant Scp1, phosphopeptide, malachite green phosphate absorbance; AID 493091;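 active = inhibition above about 50% at 20 µM, limit read from the data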;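 note: plate controls were DMSO wells with enzyme for no effect and wells lacking enzyme for full effect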
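Test system: SCP-1 catalytic domain; Buffer or medium: Acidic Tris acetate buffer with magnesium and detergent; Also added: Phosphorylated 17-residue peptide substrate; Compound: single 20 µM dose, 1% DMSO; Schedule: enzyme reaction 45 min at room temperature, colour 5 min, stabilisation 30 min; Signal: Phosphate-binding colour reagent, absorbance read at 630 nm.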
LMPTP inh – blocks human LMPTP phosphatase | P24666 | recombinant LMPTP-A, OMFP fluorogenic substrate, fluorescence intensity | inhibition, % at 20 µM | hit rate 0.22% among 360,000 | AID 651560;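 active = compounds that cut the enzyme signal by at least half of the control window in the single-dose screen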;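 note: plate controls were DMSO wells with enzyme plus substrate for no effect and substrate without enzyme for full effect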
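test system = LMPTP-A | amount = 0.625 nM LMPTP-A final | reagent = fluorogenic phosphatase substrate OMFP at 400 µM final | incubation = 50 min at room temperature | benchmarks = no-enzyme low control, uninhibited high control | medium = Bis-Tris pH 6.0, DTT, detergent | signal = fluorescence intensity of OMFP turnover product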
SUMO1-SIM PPI – alters human SUMO1 binding to SIM partners | P63165 | SUMO1 binding to a labelled peptide, TR-FRET, 1 h | inhibition, % at 20 µM | hit rate 0.33% among 360,000; in the data active = inhibition above about 37%
Neddyl block – blocks human cullin neddylation | hit rate 0.58% among 360,000 | TR-FRET cullin neddylation, biochemical | AID 651699 | calls only at 25 µM; in the data active = inhibition above about 36%
STEP block – blocks human striatal-enriched tyrosine phosphatase; P54829; recombinant STEP, OMFP fluorogenic substrate, fluorescence; inhibition, % at 20 µM; hit rate 0.25% among 360,000; AID 588621;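 active = inhibition at 20 µM, scaled per plate between control wells, above about 37%, limit read from the data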;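 note: 0% = DMSO with enzyme and substrate and 100% = substrate only without enzyme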
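Test system: STEP tyrosine phosphatase / Reagent: OMFP at 25 µM / Doses: 20 µM, 1% DMSO / Read-out: percent inhibition scaled to no-enzyme and uninhibited-enzyme controls, plate-pattern corrected / Detection: FITC-channel fluorescence of OMFP product / Medium: Bis-Tris buffer pH 6.0, 2.5 mM DTT, 0.005% Tween 20 / Schedule: 20 min at room temperature, dark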
Rpn11 block – blocks the human proteasome subunit Rpn11 | O00487 | human 26S proteasome, Ub4-pepOG fluorescence polarization; 20S core pre-blocked with epoxomicin | calls only at 20 µM | hit rate 0.59% among 360,000;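 active = inhibition at 20 µM, scaled to each plate's controls, above about 33%, limit read from the data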
CSN inh – blocks human CSN-mediated cullin deneddylation; inhibition, % at 12.5 µM; Q92905; Purified CSN, SCF-Nedd8-OG deneddylation, fluorescence polarization; hit rate 0.38% among 360,000;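 active = pattern-corrected inhibition above about 35%, with an unprinted fluorescence ratio check between 0.5 and 1.5, limit read from the data, passing the limit was not always enough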;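 note: 0% = enzyme with substrate and 100% = substrate without enzyme; some results filed as inactive read as strong as hits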
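Test system: Human Csn5 produced in HEK293T cells | Compound: 12.5 µM single point | Times: 90 min, room temperature | Signal: Fluorescence polarization readout | Read-out basis: % inhibition of substrate cleavage by Csn5 | Controls: no-enzyme wells high, enzyme-with-substrate wells low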
NadD inh – inhibitors of Staphylococcus aureus NadD | purified NadD enzyme, colorimetric absorbance read-out | inhibition, % at 20 µM | hit rate 0.78% among 360,000 | AID 602399; in the data active = inhibition above about 26%; note: some compounds past the cut are filed as inactive
Active calls of the source: *; i = inactive; . = not tested or not shown; + = active, no number.

Rin1-Abl PPI inh,LMPTP inh,STEP block,CSN inh,Scp-1 inhibitor,SUMO1-SIM PPI,Rpn11 block,DNMT1 block,Neddyl block,NadD inh,smiles
1,2.9,0,0,-2,-24,i,-6,i,3,CCc1ccc(OCC(=O)N/N=C/c2cc([N+](=O)[O-])ccc2N2CCOCC2)cc1
0,-1.2,-2,-3,1,-3,i,0,i,-4,O=C(CN1CCN(C(=O)C2CCCO2)CC1)Nc1ccc(F)cc1 (configuration not stated)
-1,-2.0,1,-2,-3,-2,i,-2,i,-2,COC(=O)c1cc2n(n1)CCN(Cc1ccc(F)cc1)C2=O
0,5.6,-2,-5,-8,3,i,0,i,6,CCCOc1c(Cl)cc(C(=O)Nc2ccc3c(c2)OCO3)cc1OCC
-3,1.3,0,-11,-3,5,i,-1,i,7,CC(Oc1ccc(Br)cc1)c1nc2c3ccccc3nc(=S)n2[nH]1 (configuration not stated)
4,5.1,1,2,.,7,i,0,i,8,CC1(C(=O)NS(=O)(=O)Cc2cccc(Cl)c2)CCN1C(=O)Cc1ccc(-c2ccccc2)cc1 (configuration not stated)
1,0.2,3,4,1,-2,i,-1,i,-1,COc1ccc(-n2c(COc3ccc(C)cc3)nnc2SCC(N)=O)cc1
-3,-1.8,-2,-3,.,6,i,0,i,4,CCCCN(C=O)c1c(CC)nc2c(OCC(=O)C(C)(C)C)cccn12
1,1.0,-2,-2,-4,-1,i,5,i,-2,CCSc1nc2ccccc2n1C(=O)Oc1ccccc1
5,0.9,0,-2,1,3,i,-1,i,-8,CSc1ncccc1C(=O)Nc1cc(C)ccn1
-4,0.7,-2,4,0,1,i,-2,i,-4,COCCNC(=O)CN1CCC(NC(=O)C(C)(C)C)CC1
-1,-2.5,1,7,.,-1,i,4,i,5,C[C@@H]1CN([C@@H](C)CO)S(=O)(=O)c2ccc(Br)cc2O[C@H]1CN(C)C(=O)c1ccncc1
1,4.5,1,-6,.,2,i,2,.,-2,O=C(OCc1ccccc1)N1CCC2CC1c1cc(-c3cc4ccccc4o3)ccc12 (configuration not stated)
0,0.0,1,11,-9,3,i,1,i,1,CCCn1c2c(c(O)c(C(=O)NC)c1=O)CCCC2
-1,-1.0,2,-8,-3,-14,i,9,i,-3,CCNC(=S)N/N=C(\C)c1cc2ccccc2o1
-1,-0.5,1,1,7,-1,i,-4,i,-1,Cc1ccc(SCC(=O)OCC(=O)N2CCN(C(=O)c3ccco3)CC2)c(C)c1
3,-0.9,-3,-2,-4,-3,i,-1,i,2,COC(=O)c1[nH]c2ccc(C)cc2c1NC(=O)Nc1ccc(OC)cc1
0,-1.4,-2,-4,-3,2,i,0,i,1,COc1ccc(C(=O)/C(=C/N(C)C)S(=O)(=O)c2ccccc2)cc1
1,1.7,-2,-1,1,-1,i,3,i,3,Cc1ccc(C(C)C)c(OCC(=O)NNCC(=O)Nc2cccc(F)c2)c1
-2,-3.6,2,-5,-7,2,i,-2,i,-1,C=CCOC(=O)C1=C(C)Nc2nnnn2C1c1cccs1 (configuration not stated)
1,-8.8,-1,3,-17,-2,i,2,i,-2,c1ccc(COc2ccc(OCCCCN3CCCC3)cc2)cc1
-1,-0.8,3,2,-2,-3,i,1,i,-1,O=C(NCc1ccco1)c1ccc2snnc2c1
-4,-0.8,1,-2,8,2,i,-2,i,1,CCOC(=O)c1ccc(S(=O)(=O)N2CCN(CC(=O)NC(=O)NC3CCCCC3)CC2)cc1
1,2.8,1,3,10,-1,i,5,i,-5,O=C(Nc1cccc(C(=O)NC2CC2)c1)c1ccc(Cl)c(S(=O)(=O)N2CCOCC2)c1

Eleven entries already listed, ordered by SMILES length, falling.
Rin1-Abl PPI inh,LMPTP inh,STEP block,CSN inh,Scp-1 inhibitor,SUMO1-SIM PPI,Rpn11 block,DNMT1 block,Neddyl block,NadD inh,smiles
-1,-2.5,1,7,.,-1,i,4,i,5,C[C@@H]1CN([C@@H](C)CO)S(=O)(=O)c2ccc(Br)cc2O[C@H]1CN(C)C(=O)c1ccncc1
1,2.8,1,3,10,-1,i,5,i,-5,O=C(Nc1cccc(C(=O)NC2CC2)c1)c1ccc(Cl)c(S(=O)(=O)N2CCOCC2)c1
-1,-0.5,1,1,7,-1,i,-4,i,-1,Cc1ccc(SCC(=O)OCC(=O)N2CCN(C(=O)c3ccco3)CC2)c(C)c1
1,4.5,1,-6,.,2,i,2,.,-2,O=C(OCc1ccccc1)N1CCC2CC1c1cc(-c3cc4ccccc4o3)ccc12 (configuration not stated)
0,-1.4,-2,-4,-3,2,i,0,i,1,COc1ccc(C(=O)/C(=C/N(C)C)S(=O)(=O)c2ccccc2)cc1
3,-0.9,-3,-2,-4,-3,i,-1,i,2,COC(=O)c1[nH]c2ccc(C)cc2c1NC(=O)Nc1ccc(OC)cc1
-4,0.7,-2,4,0,1,i,-2,i,-4,COCCNC(=O)CN1CCC(NC(=O)C(C)(C)C)CC1
1,-8.8,-1,3,-17,-2,i,2,i,-2,c1ccc(COc2ccc(OCCCCN3CCCC3)cc2)cc1
0,0.0,1,11,-9,3,i,1,i,1,CCCn1c2c(c(O)c(C(=O)NC)c1=O)CCCC2
-1,-1.0,2,-8,-3,-14,i,9,i,-3,CCNC(=S)N/N=C(\C)c1cc2ccccc2o1
5,0.9,0,-2,1,3,i,-1,i,-8,CSc1ncccc1C(=O)Nc1cc(C)ccn1

(continued)
Rin1-Abl PPI inh,LMPTP inh,STEP block,CSN inh,Scp-1 inhibitor,SUMO1-SIM PPI,Rpn11 block,DNMT1 block,Neddyl block,NadD inh,smiles
-13,26,17,44*,-9,-93,.,-17,i,-8,CCOC(=O)/C(C#N)=C/C=C1\C=Cc2ccccc2N1CC
-2,1.8,1,-1,-6,4,i,0,i,-2,Cc1ccc(C(=O)NCc2cccc(C(F)(F)F)c2)cc1S(=O)(=O)N1CCCCC1
-5,-1.2,0,-2,-1,-2,i,-1,i,4,Cc1onc(-c2ccccc2)c1CNC(=O)C1COc2ccccc2O1 (configuration not stated)
3,0.8,1,5,-8,0,i,0,.,-2,CSc1nc(N2CCOCC2)nc2ccc(C)cc12
-2,0.5,3,-10,2,-13,i,-4,+,-1,CCN(CC)c1ccc(/C=N/NC(=O)CC(C)C)cc1
-1,-0.7,-2,4,-13,-23,i,1,i,-2,CC(C)S(=O)(=O)C1=NSC2=NC(=O)/C(=C\c3ccc(OC(=O)c4ccco4)cc3)C(=N)N21
2,-0.2,-3,1,-3,-2,i,-2,i,1,CSc1ccccc1NC(=O)C1CCCO1 (configuration not stated)
-1,0.6,-2,-11,-2,3,i,0,i,-3,COc1ccccc1C(=O)C1CCCN(C(=O)c2cn3cc(Cl)ccc3n2)C1 (configuration not stated)
0,-0.3,-1,10,-21,-4,i,-1,i,-9,O=C(CSc1nn(-c2ccc(F)cc2)c(=S)s1)NCC1CCCO1 (configuration not stated)
-1,-1.2,-13,-2,-8,-3,i,2,i,1,CCC(C)N1C(=O)c2ccccc2C1C(=O)NC1CCCCCC1 (configuration not stated)
-4,-0.4,-2,4,-6,-1,i,-1,i,1,CC(=O)Nc1nnc(S(N)(=O)=O)s1
0,-0.7,-3,2,9,-6,i,45,i,-4,Cc1cnc(C(=O)Nc2ccccc2-c2nnn(CC(=O)NC3CCCC3)n2)cn1
1,0.2,0,1,-10,4,i,-2,i,-5,C=CCOc1ccc(C(=O)Nc2ccc3c(c2)n(C)c(=O)n3C)cc1
3,-1.4,-3,0,-2,1,i,-1,i,2,O=C(Nc1cccc(F)c1)Nc1ccc(Cl)cn1
1,1.3,0,-1,-2,2,i,3,i,-2,O=S(=O)(Nc1ccc(Cl)cc1)c1cccc2cccnc12
.,-1.7,.,-4,.,-3,.,.,i,-1,CCCCn1nnnc1C(c1ccccc1)N1CCN(c2ccc(OC)cc2)CC1 (configuration not stated)
3,0.2,-1,-3,.,0,i,-2,i,6,COc1cc(CNc2ncnc3c2ncn3[C@H]2CN(Cc3cc(OC)c(OC)c(OC)c3)C[C@@H](CO)O2)cc(OC)c1OC
-7,0.2,0,3,1,-33,i,0,i,7,Nc1cc([N+](=O)[O-])ccc1O
0,1.1,1,0,0,-5,i,-10,i,4,CC(NC(=O)CN1CCc2ccccc21)c1ccccc1 (configuration not stated)
1,1.3,0,6,-6,4,i,1,i,1,COc1ccc([C@H]2/C=C\CN(C(=O)C3CCCC3)[C@@H](C)C(=O)N2Cc2ccc(F)cc2)cc1
2,-1.6,4,0,-9,-1,i,0,i,-2,O=C(NCCc1cscn1)C1CCC(=O)N(Cc2ccc(Cl)cc2)C1 (configuration not stated)
-3,-0.6,-3,-1,-8,-5,i,-2,i,-6,O=C(NN=C1CCCC1)c1ccc([N+](=O)[O-])cc1
-3,-0.4,1,-1,-4,3,i,2,i,-2,Cc1ccc2[nH]c3c(=O)n(Cc4ccco4)cnc3c2c1
2,-0.7,4,-2,.,2,i,-1,i,-3,c1ccc(NN(Cc2ccncc2)c2ccccc2)cc1
0,-3.4,-2,-3,1,1,i,2,i,2,CN(C)S(=O)(=O)c1ccc2oc(SCC(N)=O)nc2c1
-1,-0.4,0,0,-7,-4,i,0,i,-6,CN(C)c1ccc(CNCCC(Cc2ccccc2)c2ccco2)cc1 (configuration not stated)
.,0.1,.,0,.,0,.,.,i,2,COc1ccc(CNC(=O)OC2CC3CC2[C@H]2CCCCN2C3=O)cc1 (some centres not stated)
2,-0.9,-1,-1,-4,-2,i,0,i,-7,CCC(=O)Nc1ccc2c(c1)ncn2CCc1ccccc1
-1,0.2,-1,4,3,0,i,-1,i,-2,CCN(CC)c1ccc(N=CN2CCOCC2)cc1
-2,-0.7,2,1,3,-3,i,-1,i,2,Cc1cc(C)cc(-n2ncc3c2CCCC3NC(=O)c2cc(C)n(C)n2)c1 (configuration not stated)
-2,-0.1,-3,9,-21,1,i,-15,i,-1,COCCNC(=S)Nc1ccc2nsnc2c1
-6,0.1,2,-2,2,-1,i,0,i,-5,COc1ccccc1COC(=O)Nc1c(C)nn(C)c1Cl

Screens (PubChem BioAssay)
